Rin1 Abl inh = inhibitors of human Rin1-Abl protein interaction; TR-FRET Rin1/Abl binding, biochemical; P00519+Q13671; hit rate 0.4% among 360,000; inhibition, % at 7.35 µM; in the data active means inhibition above about 5%, passing the limit was not always enough
bovine MsrA act = bovine methionine sulfoxide reductase A activation | purified bovine MsrA, absorbance read-out | activation, % at 10.6 µM | hit rate 0.3% among 360,000 | AID 602163; in the data active means activation above about 7.5%;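 further: 0% = vehicle and 100% = reference activator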
FAS-TE inh = blocks the thioesterase domain of human fatty acid synthase | recombinant FAS-TE, OMFH fluorogenic substrate, fluorescence endpoint | inhibition, % at 15 µM | hit rate 0.67% among 360,000;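 active means compounds whose normalised, plate-corrected inhibition of enzyme fluorescence in the single-dose primary screen is 50% or more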;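 further: 0% = DMSO with enzyme and 100% = substrate without enzyme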
eLon inh = E. coli protease La inhibition; inhibition, % at 7.94 µM; P0A9M0; hit rate 0.42% among 360,000; purified E. coli Lon protease, fluorescence polarization; in the data active means inhibition above about 13%, passing the limit was not always enough;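 further: 0% = enzyme with probe and DMSO and 100% = no enzyme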
MsrA inhibitor = inhibits bovine methionine sulfoxide reductase A; purified bovine MsrA, absorbance read-out; hit rate 0.75% among 360,000; AID 651718; inhibition, % at 15.5 µM; in the data active means inhibition above about 4.5%;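 further: 0% = vehicle wells with enzyme and 100% = reference inhibitor wells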
Neddyl block = blocks human cullin neddylation; P61081+Q13564; TR-FRET cullin neddylation, biochemical; calls only at 25 µM; hit rate 0.58% among 360,000; AID 651699; in the data active means inhibition above about 36%
MT1-MMP act inh = inhibitors of human MT1-MMP activation; P50281; hit rate 0.061% among 360,000; AID 651647; GFP/RFP ratio change, % at 20 µM; HT1080 RFP-PRO-GFP cells, GFP/RFP ratio fluorescence, overnight; percent of plate control window, DMSO zero;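 active means GFP/RFP ratio change of at least 30% with cell ATP level not reduced by more than half and red fluorescence within 50% of control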; further: strong numbers were not always called active
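Compound: 20 µM single dose, 1% DMSO / System: HT1080 RFP-PRO-GFP cells / Controls: DMSO and RFP-L50D-GFP cell wells / Read-out basis: GFP/RFP fluorescence ratio / Schedule: overnight compound exposure at 37 °C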
SKN-1 block = inhibitors of C. elegans SKN-1; C. elegans VP596 Pgst-4::GFP/RFP ratio, acrylamide-induced, 24 h; inhibition, % at 21.8 µM; hit rate 0.49% among 360,000; AID 624304;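 active means interference check ratio from 0.5 to 1.5 plus GFP to RFP signal ratio inhibition reaching or exceeding a fixed threshold, cut at about 30% in these data, passing the limit was not always enough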; further: some compounds called inactive have numbers as strong as hits
NRP1-CendR mod = alters CendR peptide binding to human NRP-1. O14786. FAM-RPARPAR peptide binding to NRP-1, fluorescence polarization. inhibition, % at 25 µM. hit rate 0.85% among 360,000. AID 602438;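 active means inhibition or corrected inhibition above about 18%, plus a signal ratio from 0.5 to 1.5, limit read from the data, passing the limit was not always enough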; further: strong numbers were not always called active
Target sequence (O14786 whole entry, looked up): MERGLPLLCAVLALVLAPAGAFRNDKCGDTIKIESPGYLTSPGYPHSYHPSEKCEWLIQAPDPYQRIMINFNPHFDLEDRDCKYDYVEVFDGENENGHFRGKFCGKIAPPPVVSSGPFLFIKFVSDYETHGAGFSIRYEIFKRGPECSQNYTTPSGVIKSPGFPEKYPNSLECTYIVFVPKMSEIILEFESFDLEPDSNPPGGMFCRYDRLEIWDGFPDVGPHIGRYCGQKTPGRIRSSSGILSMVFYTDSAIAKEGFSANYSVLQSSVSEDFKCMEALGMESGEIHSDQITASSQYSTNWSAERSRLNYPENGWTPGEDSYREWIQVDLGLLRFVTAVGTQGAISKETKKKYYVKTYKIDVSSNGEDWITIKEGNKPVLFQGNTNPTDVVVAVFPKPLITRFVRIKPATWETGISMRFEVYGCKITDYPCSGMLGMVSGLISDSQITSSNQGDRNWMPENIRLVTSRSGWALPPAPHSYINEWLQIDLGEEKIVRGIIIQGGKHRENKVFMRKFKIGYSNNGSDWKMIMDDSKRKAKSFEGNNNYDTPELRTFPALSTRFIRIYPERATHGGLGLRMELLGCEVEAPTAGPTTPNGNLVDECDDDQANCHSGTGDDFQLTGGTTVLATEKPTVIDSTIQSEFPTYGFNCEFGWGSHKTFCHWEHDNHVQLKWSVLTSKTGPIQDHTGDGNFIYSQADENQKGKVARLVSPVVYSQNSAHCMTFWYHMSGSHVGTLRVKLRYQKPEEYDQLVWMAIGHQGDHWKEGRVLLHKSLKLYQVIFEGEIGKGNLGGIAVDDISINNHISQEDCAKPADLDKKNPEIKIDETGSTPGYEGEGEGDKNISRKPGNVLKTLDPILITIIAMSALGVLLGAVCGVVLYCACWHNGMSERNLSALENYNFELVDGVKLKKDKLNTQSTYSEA
* = called active by the depositor; i = inactive; . = not tested or not shown.

smiles	FAS-TE inh	Neddyl block	eLon inh	MsrA inhibitor	bovine MsrA act	Rin1 Abl inh	NRP1-CendR mod	MT1-MMP act inh	SKN-1 block
O=C(NC12CC3CC(CC(C3)C1)C2)N1CCC(n2nnc3ccccc32)CC1	23	i	-3	-0.5	2	2	15	5	2
Cc1cc(S(=O)(=O)Nc2nc(CN3CCOCC3)nc3sc4c(c23)CCC4)ccc1F	-3	i	-9	-0.5	-4	-4	-25	-3	8
Cn1c(SCC(=O)NNC(=O)Cc2ccccc2)nnc1-c1ccccc1	-8	i	-10	-1.1	-1	-3	3	2	-4
CCOc1ccccc1-n1c(SCC(N)=O)nc2ccccc2c1=O	-8	i	-8	0.1	-13	3	-3	2	-19
Fc1ccc(NC(=S)N2CCN(c3ccccn3)CC2)cc1Cl	-2	i	3	0.2	-2	-2	1	6	-10
Cc1ccc(N2CC(C(=O)Nc3cc(S(=O)(=O)N4CCCCC4)ccc3C)CC2=O)cc1 (stereo not drawn)	2	i	-8	-0.4	-1	4	-13	1	-1
COc1ccc(CCC(=O)Nc2ccc(C)c(S(=O)(=O)N(C)C)c2)cc1OC	-7	i	-11	-0.1	-4	0	-2	-8	8
O=C(CCCSc1nnc(-c2cccs2)n1CC1CCCO1)c1ccccc1 (stereo not drawn)	0	i	-8	0.8	0	7	3	2	2
COCCN(C(=O)CCC(=O)Nc1ccccn1)C(C(=O)NC(C)C)c1ccc(C)cc1 (stereo not drawn)	-4	i	6	-0.2	-4	6	10	0	20
Cc1cc(C)c2c(N)c(C(=O)c3ccc(Cl)c(Cl)c3)sc2n1	3	i	-5	0.3	-3	0	4	2	-6
Nc1ccc(CSc2ccc(Cl)cc2)c(Cl)c1	30	i	2	0.8	-2	0	-5	4	45*
Cc1cc(C)cc(N(CC(=O)NCCSCc2ccco2)S(C)(=O)=O)c1	-6	i	3	1.1	-8	2	-2	3	-11
COc1cccc(/C=C2\SC(=O)N(CCC(=O)NNC(=O)c3cccc(Cl)c3)C2=O)c1	-5	i	0	-0.3	-3	-2	1	0	13
COc1cc(/C=N/NC(=O)CCC(=O)Nc2ccc(Br)cc2)ccc1O	4	i	2	-0.2	-2	1	-2	5	17
CCc1cc(C(=O)N=Nc2c(O)[nH]c3c(Br)cc(Br)cc23)c2ccccc2n1	9	i	-11	1.2	-4	-3	10	-11	20
CCCCCn1c(CN2CCN(C(=O)OCC)CC2)nc2c1c(=O)n(C)c(=O)n2C	36	i	-3	2.8	-1	1	-3	-2	12
O=C(CCS(=O)(=O)Cc1ccccc1)Nc1ncc([N+](=O)[O-])s1	-3	i	-4	3.6	-3	1	5	-2	6
O=C(NN1C(=O)C2C3C=CC(C3)C2C1=O)c1ccco1 (stereo not drawn)	-6	i	-10	-0.2	0	0	8	-1	-6
COc1ccccc1CN1CCCCCC1	-8	i	-13	3.3	-10	-4	0	8	-21
O=C(NCCN1CCOCC1)C1CCN(c2ncnc3c2sc2cccc(F)c23)CC1	-3	i	-20	4.1	-3	-4	-3	9	-12
O=C(Cc1cccc(NC(=O)C2CCN(C(=O)C3CCCC3)CC2)c1)Nc1cccc(C(=O)N2CCCCC2)c1	-12	i	-11	0.0	0	1	-1	1	0
N#CC1=C(c2ccc(-c3ccccc3)cc2)COC1=O	29	i	-6	1.0	-5	2	-46	1	17
CCOC(=O)c1c(C)[n+]([O-])c2ccc3c(non3O)c12	-22	i	-3	-0.4	-2	-2	3	-1	12
O=C(Nc1nnc(-c2ccco2)s1)C1CC1	-5	i	1	1.8	1	0	-11	4	27
CCc1ccc(/C(C)=N/NC(=O)c2c[nH]c3ccccc23)s1	3	i	-6	3.1	-2	-1	6	5	15
CC(NC(=O)C1CCCN(S(=O)(=O)N2CCOCC2)C1)c1ccccc1 (stereo not drawn)	0	i	4	0.6	-3	-2	2	-1	1
COc1cccc(C2CC(c3cccs3)=NN2C(=S)Nc2ccccc2)c1OC (stereo not drawn)	35	i	1	4.4	0	4	-24	-5	14
Cc1ccc(C)c(NC(=O)COC(=O)CCNC(=O)c2ccco2)c1	-2	i	-15	1.2	-3	0	15	1	-3
COc1ccc(CNC(=O)CC2C(=O)NCCN2CC(C)(C)C)c(OC)c1 (stereo not drawn)	-8	i	-4	0.3	0	-1	2	-1	-3
Cc1ccccc1CSCC(=O)NCCSc1ccccn1	-3	i	6	-0.8	-1	2	9	2	2
COc1ccc(-c2noc(CSc3nc(-c4ccccc4)cc(=O)[nH]3)n2)cc1OC	3	i	0	-1.2	0	-1	-6	7	8
CCc1ccc2nc(SCC(=O)Nc3ccccc3N3CCOCC3)c(C#N)cc2c1	9	i	5	-1.3	-5	0	-6	-45	3
CCOCc1c(C(=O)N2CCN(CC(=O)Nc3ccc(F)cc3)CC2)oc2ccccc12	-4	i	-1	-0.4	-1	3	0	-1	3
COc1ccc(N2CCN(C(=O)COC(=O)c3ccc(OC(F)F)cc3)CC2)cc1	-4	i	4	-0.1	-8	1	-3	3	6
CCC(=O)NCCc1nc2cc(NC(=O)c3ccccc3OC)ccc2n1C	-3	i	5	0.3	-1	1	-2	-1	-1
N#Cc1ccccc1NC(=O)c1cc(=O)c2ccccc2o1	7	i	11	1.8	-3	-7	-1	-4	-9
C=CCN=Cc1c(C)[nH]n(-c2ccccc2)c1=O	-12	i	-1	1.1	0	0	3	1	-14
N#CCC1(O)C(=O)N(Cc2ccccc2)c2ccccc21 (stereo not drawn)	-8	i	-1	-0.7	-4	.	-3	2	12
O=C(COc1cccc2ccccc12)Nc1nc2ccccc2[nH]1	7	i	-12	-0.5	-7	0	7	14	4
CCOC(=O)/C=C/c1cccc(C)c1O	.	i	.	0.4	.	.	6	3	0

Sorted by count of non-hydrogen atoms (low to high): 3 of the compounds above.
smiles	FAS-TE inh	Neddyl block	eLon inh	MsrA inhibitor	bovine MsrA act	Rin1 Abl inh	NRP1-CendR mod	MT1-MMP act inh	SKN-1 block
C=CCN=Cc1c(C)[nH]n(-c2ccccc2)c1=O	-12	i	-1	1.1	0	0	3	1	-14
N#CC1=C(c2ccc(-c3ccccc3)cc2)COC1=O	29	i	-6	1.0	-5	2	-46	1	17
COc1cccc(C2CC(c3cccs3)=NN2C(=S)Nc2ccccc2)c1OC (stereo not drawn)	35	i	1	4.4	0	4	-24	-5	14

Further records follow:
smiles	FAS-TE inh	Neddyl block	eLon inh	MsrA inhibitor	bovine MsrA act	Rin1 Abl inh	NRP1-CendR mod	MT1-MMP act inh	SKN-1 block
CCCCc1nc2ccc(F)cc2cc1C	-4	i	-3	1.0	-3	5	14	3	-3
COc1ccc(S(=O)(=O)N2CCCCC2)cc1NC(=O)Cc1ccc(Br)cc1	28	i	-1	0.0	1	4	0	3	11
Cc1ccccc1-c1cccc([C@@H]2C[C@H]3CN(Cc4cccnc4)C(=O)[C@]34CCCN24)c1	-3	i	-4	0.0	-2	-4	0	-4	0
CCOC(=O)C1CCN(C(=O)C2CCN(S(=O)(=O)c3ccc4ccccc4c3)CC2)CC1	14	i	-7	1.0	-2	-2	7	-6	-2
CCOC(=O)C1CCN(S(=O)(=O)c2cccc(-c3cn4ccccc4n3)c2)CC1	2	i	-7	0.1	0	-1	0	-1	3
COc1ccc(CCNC(=O)CC(Cc2ccccc2)C(=O)O)cc1OC (stereo not drawn)	-2	i	-14	1.5	-1	1	-2	3	-1
Cc1[nH]c(C)c(S(=O)(=O)Nc2cccc(Cl)c2C)c1C(=O)N1CCCC1	3	i	1	1.1	-1	-3	-6	4	12
CCOC(=O)c1c(-c2ccc(F)cc2)csc1NC(=O)c1c(-c2ccccc2)noc1C	22	i	-9	-0.4	-3	1	-4	3	-1
CN(C1CCCCC1)S(=O)(=O)c1ccccc1	-3	i	5	-1.0	-3	1	-5	7	4
COc1ccccc1NS(=O)(=O)c1ccc(Cl)c(NC(=O)c2sc3cc(Cl)ccc3c2Cl)c1	22	i	-4	0.6	-1	-4	-16	3	2
Cc1ccc(-c2cc(-c3ccccc3)c3c(N)c(S(C)(=O)=O)sc3n2)cc1	31	.	3	3.1	-5	-3	8	-8	16
O=C(O)CC/C(=C/c1cccc(NC(=O)c2ccccc2Cl)c1)c1nc2ccccc2s1	-7	i	4	2.4	-9	0	-37	6	-18
COc1ccc(N2C(=O)C(CC(=O)O)S/C2=C\C(C)=O)cc1 (stereo not drawn)	-3	i	-6	0.5	-3	-2	7	-3	-6
CCOC(=O)C1(N(CC)CC)Sc2cc(C)ccc2NC1=O (stereo not drawn)	5	i	-4	0.9	1	1	0	-6	14
C=C(C)CSc1nnc(CCCCCNC(=O)OC(C)(C)C)o1	2	i	2	1.2	-2	-1	-1	1	-1
C[C@@H]1O[C@H](CCc2cccc(Cl)c2)CC2=C1C(=O)OC(C)(C)O2	17	i	1	1.9	-5	.	-8	-4	-2
C/C(O)=c1/cnc2nc3ccccc3n2c1=O	-7	.	-5	3.0	-10	0	-1	1	-3
COCCn1c(SCC(=O)Nc2ccc(C(N)=O)cc2)nc2c([nH]c3ccccc32)c1=O	-6	i	6	0.2	-8	2	2	5	-1
O=C(NCC1CCCO1)c1ccc2c(c1)N(Cc1ccccc1)C(=O)CS2 (stereo not drawn)	-5	i	2	-0.9	-3	0	-1	-5	-1
CC(C)Cc1ccc(/C=C/C(=O)N2CCOCC2)cc1	-3	i	3	-1.5	-2	2	2	0	2
C/C(=N\NC(=O)CCCOc1ccc(Cl)cc1C)c1ccc(C)o1	5	i	-10	-0.3	-2	3	-2	2	5
O=C(COC(=O)c1nsc(Cl)c1Cl)NC1CCCC1	-4	i	-1	1.1	-1	0	2	4	-5
CCCCC(=O)Nc1ccc(NC(=O)c2cccs2)cn1	0	i	-2	0.9	-8	-1	3	-1	-24
O=c1cc(CO)oc(CN2CCN(Cc3ccccc3)CC2)c1O	-3	i	-1	-0.2	0	5	5	-23	2
COc1ccc(NC(=O)c2oc3ccc(S(=O)(=O)N4CCOCC4)cc3c2C)cc1	10	i	7	0.8	0	1	13	1	-20
O=C(Nc1ccccc1)Nc1cccc2ccccc12	0	i	-11	0.6	-2	1	-12	4	3
CCCn1c(=O)c2c(nc3n2CC(C)CN3Cc2ccccc2)n(C)c1=O (stereo not drawn)	1	i	3	-0.1	-2	0	-5	-2	12
Cc1cc2c(cc1C)-c1nnnn1C(N1CCCCC1)C(=O)N2 (stereo not drawn)	.	i	.	-0.9	.	.	21*	1	11
COc1ccccc1NC(=O)N1CCCC1C(=O)NCc1ccccc1F (stereo not drawn)	-9	i	-8	0.6	-7	3	-7	1	-9
COc1ccc(C(=O)N2CCN(Cc3ccc4c(c3)OCO4)CC2)cc1OC	-7	i	-5	-1.3	-2	0	-4	1	-2
CCOC(=O)CC1C(=O)NCCN1C(=O)c1ccc(F)cc1F (stereo not drawn)	-5	i	-10	-0.2	1	-3	4	-1	-7
NC(=O)c1ccc(-n2nnnc2Oc2ccc(Br)cc2)cc1	-1	i	-1	0.2	-3	-4	8	-3	6
Cc1[nH]c2ccccc2c1C(=O)CSC(=S)N1CCCCC1	15	i	-8	2.3	-4	0	-11	0	17
COc1ccc(S(=O)(=O)N(CC(=O)NCCSc2ccccn2)c2ccccc2)cc1	0	i	1	-0.5	-7	1	-1	-5	-12

In the list so far, 2 contain a tert-butyl group:
smiles	FAS-TE inh	Neddyl block	eLon inh	MsrA inhibitor	bovine MsrA act	Rin1 Abl inh	NRP1-CendR mod	MT1-MMP act inh	SKN-1 block
COc1ccc(CNC(=O)CC2C(=O)NCCN2CC(C)(C)C)c(OC)c1 (stereo not drawn)	-8	i	-4	0.3	0	-1	2	-1	-3
C=C(C)CSc1nnc(CCCCCNC(=O)OC(C)(C)C)o1	2	i	2	1.2	-2	-1	-1	1	-1
